CXCR6 block: CXCR6 (human) receptor inhibition; O00574; CHO-K1 PathHunter CXCR6 beta-arrestin, luminescence; inhibition, % at 20 µM; actives 0.36% (n = 360,000); AID 602244; in the data active means inhibition above about 34%, passing the limit was not always enough;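 further: antagonist mode with CXCL16 agonist at 10 nM final; 0% = 10 nM CXCL16 with DMSO and 100% = unstimulated wells without agonist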
Target sequence (O00574 whole entry, looked up): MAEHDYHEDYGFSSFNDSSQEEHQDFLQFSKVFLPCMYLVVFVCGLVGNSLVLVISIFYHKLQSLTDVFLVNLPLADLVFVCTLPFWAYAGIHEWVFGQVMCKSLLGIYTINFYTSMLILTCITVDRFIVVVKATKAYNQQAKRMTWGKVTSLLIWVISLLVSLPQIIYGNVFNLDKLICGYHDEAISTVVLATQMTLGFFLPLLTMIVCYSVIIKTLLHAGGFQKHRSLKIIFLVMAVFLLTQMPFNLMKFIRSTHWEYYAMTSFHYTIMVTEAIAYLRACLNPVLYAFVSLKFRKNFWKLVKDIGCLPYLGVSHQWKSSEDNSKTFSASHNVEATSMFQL
EBI2 block: antagonists of human EBI2 receptor; P32249; EBI2 beta-arrestin recruitment, luminescence, 7a,25-OHC stimulated; inhibition, % at 5 µM; AID 651636; actives 0.81% (n = 360,000); in the data active means inhibition above about 38%;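 further: enzyme fragment complementation signal reports receptor beta-arrestin coupling in cells; 0% = agonist plus DMSO wells and 100% = wells without agonist; some results beyond the cut were filed as inactive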
Target sequence (P32249 whole entry, looked up, the tested form may be a part): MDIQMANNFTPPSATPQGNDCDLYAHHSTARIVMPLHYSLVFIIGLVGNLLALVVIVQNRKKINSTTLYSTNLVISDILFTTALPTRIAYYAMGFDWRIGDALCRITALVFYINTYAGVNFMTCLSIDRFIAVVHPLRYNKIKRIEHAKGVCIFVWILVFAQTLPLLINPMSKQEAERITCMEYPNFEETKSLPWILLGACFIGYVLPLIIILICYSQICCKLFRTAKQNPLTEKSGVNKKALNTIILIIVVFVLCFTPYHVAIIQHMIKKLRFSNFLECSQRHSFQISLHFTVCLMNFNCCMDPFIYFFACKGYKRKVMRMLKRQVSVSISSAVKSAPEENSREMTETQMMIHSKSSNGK
* marks the source's active call; other numbers are inactive results.

CXCR6 block	EBI2 block	smiles
8	-4	COc1ccc(Cl)cc1CC1(C)C(=O)Nc2c(Cl)cccc21 (configuration not stated)
1	2	Cc1ccc(S(=O)(=O)NCC(=O)NCC(=O)N(C)Cc2ccc(Br)s2)cc1C
-6	-1	CCc1ccc(C(O)c2ncc(-c3ccccc3F)[nH]2)cc1 (configuration not stated)
-6	16	OC[C@@H]1CN(Cc2ccc(-c3ccccc3)cc2)C[C@H](n2cnc3c(NC4CCC4)ncnc32)O1
0	-9	COCCNC(=O)C1(C)CCCN(C(=O)c2ccc3snnc3c2)C1 (configuration not stated)
9	7	O=C(O)c1ccc2c(c1)S(=O)(=O)c1cc(N3CCN(c4cnccn4)CC3)ccc1C2=O
6	9	O=C1NC[C@H](CCCCN2C[C@H](Cc3ccc(O)cc3)N(CCC3CCCCC3)C(=O)C2=O)N(CCc2ccccc2)C1=O
4	-13	COc1ccc(C)c2sc(N(CCN(C)C)C(=O)c3ccc(S(=O)(=O)N(C)c4ccccc4)cc3)nc12
-1	-16	CC(=O)c1cccc(NC(=O)c2ccc(-c3c(C)noc3C)c3ccoc23)c1
6	-5	Cc1cccnc1CNC(=O)C1(C)CCCN1CC(C)C (configuration not stated)
4	23	CC1(C(=O)Nc2cccc3ncccc23)CCN1C(=O)C1(c2ccccc2)CC1 (configuration not stated)
-2	2	CC1(C(=O)NS(=O)(=O)c2ccccc2OC(F)(F)F)CCN1C(=O)c1ccco1 (configuration not stated)
-13	-5	OC(c1ccccc1)c1ncc(-c2ccc(Cl)cc2)[nH]1 (configuration not stated)
0	-7	COc1ccc(S(=O)(=O)NC(=O)C2(C)CCN2C(=O)Cc2ccccc2Cl)cc1 (configuration not stated)
2	24	COc1cc(-c2cc(NC=O)c3ncc(-c4cccc(C(F)(F)F)c4)n3c2)cc(OC)c1OC
-16	-21	c1ccc(Cn2ncc3c(N4CCN(c5ccccc5)CC4)ncnc32)cc1
-9	-7	CC1(C(=O)NS(=O)(=O)Cc2ccccc2)CCN1C(=O)C/C=C/c1ccccc1 (configuration not stated)
1	13	CC1(C)OC(=O)C2=C(C[C@@H](CCc3ccccc3)O[C@H]2C2CCCC2)O1
0	2	CCCC[C@@H]1Cc2[nH][nH]c(=O)c2[C@H](c2ccc(C(C)C)cc2)O1
2	-2	COc1cccc(-c2cnc(C(O)c3ccc(Cl)cc3C)[nH]2)c1 (configuration not stated)
2	2	CCCC(=O)N1CCC1(C)C(=O)Nc1ccc(-n2cccc2)cc1 (configuration not stated)
-1	-6	COc1ccccc1NC(=O)Nc1ccnn1C1CCN(C(=O)C2CCOC2)CC1 (configuration not stated)
4	-2	CCCCN(C(=O)CC1CCCCC1)c1c(N)n(CCCC)c(=O)[nH]c1=O
-2	1	CCN(CC(=O)Nc1ccccc1C(F)(F)F)C(=O)c1ccc2c(c1)NC(=O)C(C)S2 (configuration not stated)
-7	0	CCOC(=O)C1(C)CCCN(C(=O)c2c(F)cccc2F)C1 (configuration not stated)
9	13	CC(=O)Nc1ccc(CNc2nc(NC(C)C)nc3cc(-c4ccccc4)sc23)cc1
-2	13	COc1cccc(-c2cc3nc(NCc4cccnc4)n(C)c(=O)c3s2)c1
1	-2	CCCN(CC(=O)Nc1ccccc1OC)C(=O)CN1C(=O)NC(C)(C)C1=O
5	-4	COc1ccc(CNC(=O)C2Cc3c(-c4cccc(F)c4)ccnc3O2)cc1OC (configuration not stated)
8	13	C[C@H](NC(=O)c1ncn2c1C(=O)NC[C@@H]2C)c1ccccc1

Grouped by structure, the compounds so far containing a furan ring, fused or not.
CXCR6 block	EBI2 block	smiles
-1	-16	CC(=O)c1cccc(NC(=O)c2ccc(-c3c(C)noc3C)c3ccoc23)c1
-2	2	CC1(C(=O)NS(=O)(=O)c2ccccc2OC(F)(F)F)CCN1C(=O)c1ccco1 (configuration not stated)

Remaining list, next part:
CXCR6 block	EBI2 block	smiles
-1	12	CC(C)(C(=O)N1CCC1(C)C(=O)NC1Cc2ccccc2C1)c1ccccc1 (configuration not stated)
15	21	CC(=O)Nc1cc(-c2ccccc2)cn2c(-c3cccc(C(C)=O)c3)cnc12
5	-8	CC(OC(=O)Cc1n[nH]c(=O)c2ccccc12)C(=O)N(C)c1ccccc1 (configuration not stated)
10	-1	COc1cc2ccc(C(C)=NOC(C)=O)cc2cc1OC
-1	-5	CSc1ncnc2c1ncn2CCCNCc1cccs1
12	18	C#Cc1ccc(NC(=O)C2(C)CCN2C(=O)c2ccccc2CCc2ccccc2)cc1 (configuration not stated)
-3	5	OC(c1ccccc1)c1nc(/C=C/c2ccccc2)cs1 (configuration not stated)
2	3	Cc1ccc(OCC(=O)OCC(=O)NC2CCCCCC2)cc1C
1	-9	Cc1cccc(NC(=O)CSc2nc3ccccc3c(=O)n2C)c1C
5	-13	CC(=O)c1cccc(-c2ccnc3c2CC(C(=O)N2CCN(C)CC2)O3)c1 (configuration not stated)
3	-5	COc1ccc(CCNC(=O)c2ccc(Br)o2)cc1Br
13	31	COC(=O)c1ccc2nc(-c3ccc(F)cc3)c(Cc3cccc(Cl)c3)n2c1
-5	5	CC1(C(=O)NS(=O)(=O)c2cccc(Cl)c2)CCN1C(=O)CCc1ccccc1 (configuration not stated)
5	18	COc1ccc(OCCN2CCC(C(=O)NC(c3ccc(C)cc3)c3ccccn3)CC2)cc1 (configuration not stated)
-4	-2	CCOC1=C2[C@@H](CN(S(=O)(=O)c3ccc(C)cc3)[C@H]2c2ccccc2F)[C@H]2C(=O)N(CC)C(=O)[C@H]2C1
21	26	COC(=O)[C@]12CCCCC=C1N(Cc1ccccc1)C(=O)[C@H](CC(=O)NCCCCc1ccccc1)C2
8	32	CC(=O)N1CCc2cc(NC(=O)C3(C)CCN3CCc3ccccc3)ccc21 (configuration not stated)
4	8	Cc1ccc([C@@H]2C[C@H]3[C@@H](CN2S(=O)(=O)c2ccc(C)cc2)C(=O)C[C@@H](c2ccc(C)cc2)N3S(=O)(=O)c2ccc(Cl)cc2)cc1
1	-9	Cc1ccc(CN2CC(N3CCN(CCO)CC3)CS2(=O)=O)cc1 (configuration not stated)
4	9	Fc1ccc(-c2nc3c4ccccc4ccn3c2Cc2ccccc2C(F)(F)F)cc1
5	4	Cc1cccc(CN2CCN(C3CN(Cc4cn(Cc5cccc(Cl)c5)nn4)S(=O)(=O)C3)CC2)c1 (configuration not stated)
4	-6	COc1ccc(CCNC(=O)Nc2nc(C(N)C3CCCCC3)cs2)cc1OC (configuration not stated)
-6	-4	CNc1cnc(-c2cccc(C(=O)N3CCOCC3)c2)cn1
4	2	O=C1NC(Cc2ccccc2)c2nc3ccccc3c(=O)n2-c2ncccc21 (configuration not stated)
-3	-14	COc1cc(NCCCn2cnc3c(OC)ncnc32)cc(OC)c1OC
19	6	Cc1ccccc1N=C(c1ccccc1)C1C(=O)c2ccccc2C1=O
2	5	COc1cc(C23CCCN(CCC(C(C)(C)C)C2)C32OCCO2)cc(OC)c1OC (configuration not stated)
-2	-7	CN(C(=O)CSc1nc(N)cc(=O)[nH]1)C1CCCCC1
0	-13	O=C(C1CC(=O)N(c2ccc(F)c(Cl)c2)C1)N1CCOCC1 (configuration not stated)
3	-2	C[C@@H]1CN([C@H](C)CO)S(=O)(=O)c2ccc(Br)cc2O[C@@H]1CN(C)C(=O)NC1CCCC1

Arranged by molar mass (smallest number first): some entries from above.
CXCR6 block	EBI2 block	smiles
-6	-4	CNc1cnc(-c2cccc(C(=O)N3CCOCC3)c2)cn1
19	6	Cc1ccccc1N=C(c1ccccc1)C1C(=O)c2ccccc2C1=O
13	31	COC(=O)c1ccc2nc(-c3ccc(F)cc3)c(Cc3cccc(Cl)c3)n2c1

In another format: results already given
Values run as follows: CXCR6 block	EBI2 block
> CC(=O)N1CCc2cc(NC(=O)C3(C)CCN3CCc3ccccc3)ccc21 (configuration not stated)
  8	32
> CSc1ncnc2c1ncn2CCCNCc1cccs1
  -1	-5

(further entries)
CXCR6 block	EBI2 block	smiles
-2	-23	Cn1ccc2c(N3c4ccccc4CCc4ccccc43)cc3c(c21)C1CCC3O1 (configuration not stated)
3	-4	CCOc1cc(OCC)cc(C(=O)N2CCC[C@@H]2C(=O)N2CCC[C@@H]2C(=O)NCc2ccccc2Cl)c1
-3	13	C[C@@H]1Cn2cnc(C(=O)NCc3ccc(CNC(=O)OC(C)(C)C)cc3)c2C(=O)N1
9	-6	CC(=O)c1ccc(OCC(=O)NC(=O)NC2CCCC2)cc1
-7	-15	Cn1c(=O)c2cc(NC(=S)NCc3ccccc3F)ccc2n1C
12	20	CCOC(=O)[C@]12CCCC=C1N(Cc1ccc3c(c1)OCO3)C(=O)[C@H](CC(=O)NCC13CC4CC(CC(C4)C1)C3)C2
4	9	O=S(=O)(NN=Cc1cccc(Cl)c1)c1ccccc1
5	11	CC(=O)C1=CCC(c2cccc3ccccc23)N(S(=O)(=O)c2ccc(C)cc2)C1 (configuration not stated)
0	3	OC(c1ccc2ccccc2c1)c1ncc(-c2cccc3ccccc23)[nH]1 (configuration not stated)
-3	-3	COc1ccc(-c2cc3nc(NCc4ccc(N(C)C)cc4)n(C)c(=O)c3s2)cc1OC
-2	5	C[C@@H]1CN([C@H](C)CO)C(=O)CCCn2nncc2CO[C@H]1CN(C)Cc1ccc(Cl)c(Cl)c1
0	-2	O=C(NCc1c(Cl)cccc1Cl)c1[nH]c(C(F)(F)F)nc1-c1ccccc1
-2	16	Cc1ccc(C(O)c2ncc(-c3ccc4ccccc4c3)[nH]2)cc1 (configuration not stated)
3	28	O=C(NN=Cc1ccc2c(c1)CCN2)c1cccs1
-3	1	C[C@H]1CN([C@@H](C)CO)C(=O)c2cc(Br)cnc2O[C@H]1CN(C)C(=O)c1cccnc1
2	9	CC(C)COC(=O)N1CCCCC1c1cc(C(=O)Nc2ccccc2)no1 (configuration not stated)
12	6	O=C(C[n+]1ccc(C(=O)NCc2ccccc2)cc1)c1ccc(F)cc1
-6	-1	c1cnc2c(-c3ccc4nccn4c3)cccc2c1
-4	-1	O=C(Nc1ccc2c(c1)OCO2)c1csc([C@@H]2C[C@H](O)[C@@H](CO)O2)n1
3	0	O=C(NCc1ccccc1)C1Cc2c(-c3cccc(F)c3)ccnc2O1 (configuration not stated)
1	-3	CCC1=C(NCc2ccccc2)COC1=O
-6	13	CC(O)(c1ccccc1)c1nc(-c2cccc(F)c2)cs1 (configuration not stated)
1	-2	N#CC(=Nc1cccc(F)c1)C1=C(O)c2ccccc2C1=O
-7	-4	Cc1cc(C)cc(NC(=O)COC(=O)C2CC3C=CC2C3)c1 (configuration not stated)
2	0	CCOC(=O)c1cc(-c2sc(NC(=O)c3ccccc3)nc2C)n(-c2ccc(Br)cc2)n1
4	-2	CC(C)N(C(=O)c1ccc(Cc2cn(C)c3ccccc23)nc1)C(C)C
-2	2	COP(=O)(OC)C(=NNS(=O)(=O)c1ccc(C)cc1)c1ccccc1
-2	-5	CCOC(=O)[C@@H](NC(=O)/C=C/[C@H]1O[C@@H](n2cc(C)c(=O)[nH]c2=O)C[C@@H]1O)C(C)C
3	-11	C[C@H](NC(=O)[C@@H]1CCCN1C(=O)[C@@H]1CCCN1C(=O)c1cccs1)c1ccccc1
9	-13	CC(C)=CCn1c2ccc(NC(=O)Nc3ccc(N(C)C)cc3)cc2c(=O)n1C
-1	4	O=C1NC[C@@H](CCCCN2C[C@H](Cc3ccc(O)cc3)N(CCC3CCCCC3)C(=O)C2=O)N(CCc2ccc(O)cc2)C1=O
-2	6	Cc1c(C(=O)NCc2ccc(Cl)c(Cl)c2)sc(=O)n1Cc1ccc(S(=O)(=O)N(C)C)cc1
-14	-5	NC(Cc1ccccc1)c1csc(Nc2nncc3ccccc23)n1 (configuration not stated)
-1	-3	Cc1ccccc1NC(=O)Cc1nc(COC(=O)CSc2ccc(F)cc2)cs1
0	-3	CCCNC(=S)NC1CC2CCCC(C1)N2Cc1ccccc1OC (configuration not stated)
-3	3	O=C(COC(=O)CNC(=O)c1ccccc1)NC12CC3CC(CC(C3)C1)C2
-1	-9	COc1ccccc1-c1noc2c1C(=O)N(Cc1cn(-c3ccccc3OC)nn1)CC2
-6	0	CC1(C(=O)NS(=O)(=O)c2ccc(Cl)cc2)CCN1C(=O)C/C=C/c1ccccc1 (configuration not stated)
-8	-3	NNC(=O)c1nc2ccccc2s1
1	-2	Nc1ccc(C=Cc2ccc(N)cc2)cc1
-5	-6	CCNC(=O)c1cc2c(c(-c3cccc(-c4cccnc4)c3)n1)[C@H](CCO)N(S(C)(=O)=O)C2
-8	1	COCOCCn1cc(CN2CCS(=O)(=O)N(Cc3ccc(-c4cccc(N(C)C)c4)cc3)C(CC(C)C)C2=O)nn1 (configuration not stated)
-15	-12	COc1cc(OC)nc(Nc2nc(C(N)Cc3ccc(Cl)cc3)cs2)n1 (configuration not stated)
0	-4	COc1cc(CN2C[C@@H](CO)O[C@@H](n3cnc4c(N5CCOCC5)ncnc43)C2)cc(OC)c1OC
4	-5	O=NN(CCCl)C(=O)NCC1=C[N+](=O)CC=C1
1	-15	Cn1c(N)nc(N)c(NC=O)c1=O
-2	-11	CC(=O)Nc1ccc(-c2ccnc3c2CC(C(=O)Nc2cccnc2)O3)cc1 (configuration not stated)
2	7	COc1cc(OC)nc(Nc2nc(C(N)c3ccccc3)cs2)n1 (configuration not stated)

Gathered by group, the compounds so far with an aryl thioether with sulfur outside any ring (four)
CXCR6 block	EBI2 block	smiles
-1	-5	CSc1ncnc2c1ncn2CCCNCc1cccs1
1	-9	Cc1cccc(NC(=O)CSc2nc3ccccc3c(=O)n2C)c1C
-2	-7	CN(C(=O)CSc1nc(N)cc(=O)[nH]1)C1CCCCC1
-1	-3	Cc1ccccc1NC(=O)Cc1nc(COC(=O)CSc2ccc(F)cc2)cs1

Bioassay records (PubChem)

Only part of the results is shown. The share of hits here may be higher or lower than overall.
